# Compound activity as filed in PubChem.
# E coli growth = counter-screen for AddAB inhibitors: E. coli growth inhibition | inhibition, % at 11.9 µM | E. coli V3065 growth, OD600 absorbance, 18 h | actives 0.27% (n = 330,000) | AID 449728;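 active means inhibition above the campaign's mean inhibition across all tested compounds plus 3 SD, cut at about 9.9% in these data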;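 further: uninfected addAB+ strain grown without phage in ampicillin broth; 0% = DMSO wells and 100% = ciprofloxacin 0.95 µg/ml wells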
# PKA-R1A act = activators of PKA-R1A complex. actives 0.083% (n = 340,000). PKA-R1A dissociation, Cy5-IP20 fluorescence polarization; scaled: DMSO 0%, 113 µM cGMP 100%. activation, % at 11.4 µM. AID 504707;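 active means percent activation above the mean of all tested compounds plus 3 SD, cut at about 19% in these data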;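 further: higher means more PKAc released from R1A so a rise in polarization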
# Pemphigus Ab inh = inhibitors of pemphigus antibody binding to human desmoglein-3. DSG3-coupled beads, scFv-anti-DSG3-GFP binding, flow cytometry; active compounds read low. binding (percent of control), % at 10 µM. actives 0.48% (n = 310,000);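 active means binding more than 3 SD below its plate's average and above zero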;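 further: hits lower antibody fragment binding to DSG3; some compounds called inactive have numbers as strong as hits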
# MOR-DOR inv ag = inverse agonist of human OPRM1-OPRD1 heterodimerization. P35372+P41143. actives 0.21% (n = 340,000). cell-based MOR-DOR heterodimer luminescence, inverse agonism. inhibition, % at 9.3 µM; in the data active means inhibition above about 22%, passing the limit was not always enough;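 further: 0% = cells with DMSO and 100% = wells without cells with DMSO; values of inactives mirror those of a sister screen read the other way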
# Target sequence (P35372 whole entry, looked up): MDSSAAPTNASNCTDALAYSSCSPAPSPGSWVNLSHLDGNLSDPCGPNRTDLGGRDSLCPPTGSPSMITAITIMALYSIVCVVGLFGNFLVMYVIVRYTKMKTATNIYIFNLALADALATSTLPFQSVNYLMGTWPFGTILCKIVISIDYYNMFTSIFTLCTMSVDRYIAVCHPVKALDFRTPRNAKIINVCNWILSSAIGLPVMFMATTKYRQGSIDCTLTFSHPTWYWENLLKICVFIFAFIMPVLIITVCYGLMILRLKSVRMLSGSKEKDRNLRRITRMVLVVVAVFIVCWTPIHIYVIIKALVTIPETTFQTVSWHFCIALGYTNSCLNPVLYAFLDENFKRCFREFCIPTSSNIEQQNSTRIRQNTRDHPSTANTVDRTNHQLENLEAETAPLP
# Target sequence (P41143 whole entry, looked up): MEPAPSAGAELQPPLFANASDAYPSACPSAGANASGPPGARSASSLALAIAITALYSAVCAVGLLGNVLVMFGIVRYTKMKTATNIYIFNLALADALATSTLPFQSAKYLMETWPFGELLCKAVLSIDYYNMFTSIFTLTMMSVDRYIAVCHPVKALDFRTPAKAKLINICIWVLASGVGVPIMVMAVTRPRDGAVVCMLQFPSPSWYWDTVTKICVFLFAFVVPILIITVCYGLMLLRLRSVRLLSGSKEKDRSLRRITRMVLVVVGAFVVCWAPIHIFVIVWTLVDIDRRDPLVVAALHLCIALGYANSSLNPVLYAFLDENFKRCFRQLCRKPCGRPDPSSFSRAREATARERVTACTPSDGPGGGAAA
# SUMO Mot1 rescue = SUMOylation pathway inhibition by Mot1-301 growth rescue; S. cerevisiae Mot1-301 growth rescue, ATP luminescence, 38.5C; percent above DMSO median, 100 means doubled; growth rescue, % at 18.8 µM; AID 2716; actives 1% (n = 320,000);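 active means every valid replicate shows activation above 250% relative to neutral control wells; inactive means the rest, any valid replicate at or below 250%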;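 further: OY570 slx delta 5 strain wells were the positive control but not used for scaling; some compounds called inactive have numbers as strong as hits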
# phage Ecoli inh = E. coli growth loss with phage present; inhibition, % at 11.9 µM; actives 0.26% (n = 360,000); growth absorbance; in the data active means inhibition above about 11%
# Tat export inh = blocks Tat-dependent protein export in E. coli | E. coli MC4100 TorA-mCherry Tat export, fluorescence | inhibition, % at 10 µM | actives 0.036% (n = 340,000) | AID 488895;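 active means mean replicate inhibition at least 50% and at least half of replicates individually reaching 50%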;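 further: exported cargo escapes ClpAP degradation while cytoplasmic cargo is degraded and loses fluorescence; 0% = median of neutral control wells and 100% = median of NaSCN control wells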
# MOR-DOR ag = OPRM1-OPRD1 heterodimerization agonism; cells, luminescence; actives 0.3% (n = 340,000); AID 504326; activation, % at 9.3 µM; in the data active means activation above about 18%;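 further: 0% = vehicle-treated cells and 100% = reference agonist; values of inactives mirror those of a sister screen read the other way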
# AddAB inh = less growth of phage-infected E. coli with AddAB; E. coli expressing H. pylori AddAB, absorbance growth; inhibition, % at 11.9 µM; actives 0.29% (n = 330,000); in the data active means inhibition above about 12%;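 further: 0% = vehicle wells of infected cells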
# PfHsp90 yeast 2 = growth inhibition of yeast expressing Plasmodium Hsp90. S. cerevisiae expressing PfHsp90, BacTiter-Glo ATP, 48 h; yeast lacking PDR1 and PDR3 efflux regulators. inhibition, % at 9.4 µM. actives 0.32% (n = 310,000). AID 504621;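 active means every replicate shows inhibition above about 80%, whatever the replicate mean, limit read from the data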;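 further: 0% = DMSO neutral controls and 100% = 20 µM radicicol positive controls; yeast relying on Plasmodium falciparum Hsp90 in place of its own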
# Arr AP2 block = human beta-arrestin and AP2 interaction inhibition. FITC-arrestin peptide / GST-AP2 beads, flow cytometry; AP2 beta2 appendage carries R879A mutation. inhibition, % at 10 µM. actives 0.31% (n = 340,000). AID 504490;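 active means inhibition above a set limit, near 3 SD of compounds lacking own fluorescence, cut at about 54% in these data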;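 further: plate controls were DMSO wells for no effect and 5 µM unlabelled arrestin peptide for full effect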
#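 System: GST-tagged AP2 beta2-adaptin appendage (R879A) on 4 µm glutathione beads / Reagent: FITC-arrestin peptide, 50 nM / Detection: HyperCyt-sampled flow cytometry, FL1 channel, ex 488/em 535 nm / Timing: 12 min plus 1 h, RT / Buffer or medium: PBS plus Tween 20 (0.05%) and BSA (0.1%)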
# * hit, by the source's call; . = no result given.
# The first three records, to show the layout:
SMILES,E coli growth,PKA-R1A act,Pemphigus Ab inh,MOR-DOR inv ag,SUMO Mot1 rescue,phage Ecoli inh,Tat export inh,MOR-DOR ag,AddAB inh,PfHsp90 yeast 2,Arr AP2 block
O=C(CCC(=O)N1CCN(c2ccc(C(F)(F)F)cn2)CC1)c1cccs1,-0.5,-20.2,.,2.7,11.8,3.4,5.5,-0.7,1.4,-10.3,24.8
CCOC(=O)c1c(NS(C)(=O)=O)sc2c1CCC(C)C2 (centres undefined),-2.8,-1.9,.,11.9,3.6,-3.2,-3.2,-2.9,1.7,-17.5,4.6
Brc1ccc(-n2cnc(-c3ccccc3)c2)cc1,1.9,-0.4,114.1,6.1,31.3,-0.4,-1.5,-1.4,0.6,-4.5,6.1

# The list itself, from the start:
SMILES,E coli growth,PKA-R1A act,Pemphigus Ab inh,MOR-DOR inv ag,SUMO Mot1 rescue,phage Ecoli inh,Tat export inh,MOR-DOR ag,AddAB inh,PfHsp90 yeast 2,Arr AP2 block
O=C(CCC(=O)N1CCN(c2ccc(C(F)(F)F)cn2)CC1)c1cccs1,-0.5,-20.2,.,2.7,11.8,3.4,5.5,-0.7,1.4,-10.3,24.8
CCOC(=O)c1c(NS(C)(=O)=O)sc2c1CCC(C)C2 (centres undefined),-2.8,-1.9,.,11.9,3.6,-3.2,-3.2,-2.9,1.7,-17.5,4.6
Brc1ccc(-n2cnc(-c3ccccc3)c2)cc1,1.9,-0.4,114.1,6.1,31.3,-0.4,-1.5,-1.4,0.6,-4.5,6.1
Cc1ccc(Cl)cc1NC(=O)C(=O)N1CCCCC1,-1.6,4.9,89.6,-14.6,5.6,1.3,-1.4,2.0,-1.4,-16.8,4.7
Cc1ccccc1-n1nc2c(c1NC(=O)c1cccs1)CS(=O)(=O)C2,3.5,13.8,99.3,15.6,11.5,1.1,4.7,-3.1,4.1,-39.5,9.1
O=C(NCC(O)c1ccccc1)c1ccc(Cl)c(S(=O)(=O)N2CCCCC2)c1 (centres undefined),1.1,2.1,110.1,-5.5,0.3,0.2,-3.2,1.4,2.9,-42.4,-6.7
CCN(C1=NS(=O)(=O)c2ccccc21)N(CC)S(=O)(=O)c1ccc(C)cc1,-1.8,-0.2,98.6,-2.5,-1.0,0.9,1.2,0.5,1.1,6.0,15.3
COc1ccc(C(=O)NCCN2CCOCC2)cc1[N+](=O)[O-],-2.3,3.2,114.5,-2.8,83.8,-2.4,-5.0,0.5,-0.2,17.8,3.4
CCOC(=O)C[n+]1c(C)ccc2c1CCC2,-2.1,-14.4,97.9,10.8,.,2.3,5.7,-2.1,-0.2,-27.4,10.0
O=C(CCS(=O)(=O)Cc1cccc(Cl)c1)NCCc1ccccc1,-0.2,-4.2,100.7,17.5,-15.7,3.9,-6.8,-3.5,1.3,0.4,1.5
COc1ccc(CCNS(=O)(=O)c2cc3c4c(c2)C(C)C(=O)N4CCC3)cc1OC (centres undefined),-1.2,-9.4,.,4.6,-1.2,-2.1,-5.9,-0.9,1.2,7.2,4.8
Cc1ccc(/C=C/C(=O)OC(C)C(=O)Nc2ncc(Cl)cc2Cl)o1 (centres undefined),1.2,-8.3,99.0,8.3,2.2,-1.7,-2.8,-1.6,2.2,-34.7,7.3
CC(=O)c1ccc(N2CCN(C(=O)CCC(=O)c3cccs3)CC2)cc1,1.4,-8.2,88.8,2.2,-16.5,4.1,18.7,-0.4,2.9,5.2,-4.5
CCOc1cc(OCC)cc(C(=O)NCc2ccco2)c1,-0.6,2.1,100.9,15.7,1.3,0.5,-5.5,-3.4,0.0,-6.3,-6.0
O=C(CNC(=O)c1ccccc1F)NCCN1C(=O)S/C(=C\c2ccccc2Cl)C1=O,-0.9,-4.4,.,4.0,-15.7,1.4,1.2,-0.8,-1.3,-17.1,7.5
COc1ccc(Sc2nc(-c3ccccc3)ncc2OC)cc1,0.8,-14.5,93.8,0.1,10.4,3.1,4.7,0.0,-2.0,-30.3,-4.4
Cc1ccc(CNC(=O)C2CC3Cn4c(nc5ccccc54)C3N2C)o1 (centres undefined),-0.4,-1.4,105.8,-4.7,1.5,1.0,-9.5,0.8,0.3,13.5,0.7
O=c1cc(-c2ccncc2)oc2ccccc12,-0.4,-6.6,99.7,12.3,-15.5,0.2,-11.5,-2.9,-1.2,-4.2,1.1
CN(Cc1cccc(F)c1)C(=O)c1ccc2c(=O)n3c(nc2c1)CCC3,1.6,-7.4,110.7,9.1,-17.7,-1.7,1.4,-1.3,3.1,-8.8,1.9
COc1cccc(NC(=O)C(Sc2nnc(Nc3ccccc3C)s2)c2ccccc2)c1 (centres undefined),-0.3,-4.8,107.7,-16.4,15.1,0.9,3.5,3.2,4.0,-1.7,-1.2
CN(CC(=O)Nc1cccc(F)c1)C(=O)CSc1ccccc1F,-1.1,-1.7,105.2,1.4,-14.9,1.5,-6.2,-0.3,0.1,-1.6,17.8
O=C1CCCN1CCCNS(=O)(=O)c1ccc(Br)cc1,-3.5,-1.5,100.1,-1.1,-7.9,3.9,6.3,0.2,-0.7,14.4,3.2
CC1=Nc2ccccc2N=C(N)C1c1ccccc1 (centres undefined),0.8,-0.8,90.2,1.2,1.0,2.1,-6.9,-0.2,-0.5,-17.7,38.9
O=C(Nc1cccc2ncccc12)c1ccc(Cl)cc1,-0.5,2.3,114.1,14.0,6.4,0.4,-2.7,-2.5,0.7,-12.9,-1.8
Cn1c(=O)cc(OCC(=O)NCCCN2CCN(c3cccc(Cl)c3)CC2)c2ccccc21,-0.9,-2.9,103.7,-0.2,-16.3,0.8,24.6,0.1,3.6,-5.1,1.6
O=C(O)C1CCC(Cn2c(SCc3cc(=O)n4ccccc4n3)nc3ccsc3c2=O)CC1 (centres undefined),1.0,-0.5,102.1,17.9,-9.5,5.0,-1.7,-3.4,4.2,22.1,8.6
COc1ccc(-c2csc(NC(=S)NC(=O)c3cccs3)n2)cc1OC,.,11.8,101.8,0.8,.,2.7,-1.7,-0.1,.,-19.3,26.3
CCc1ccc(NC(=O)C2C3/C=C\CCCCC32)cc1 (centres undefined),0.9,-2.2,109.5,2.1,-9.3,3.6,-5.4,-0.4,2.0,.,3.0
CC(C)(C)CC(C)(C)N1CNC(=S)NC1,0.2,5.6,94.0,17.7,-22.8,-1.2,-8.6,-4.0,1.6,-4.6,-3.5
O=C(O)CN1CCc2ccccc2C1,-1.6,-1.5,96.9,-0.6,7.0,2.5,-8.3,0.1,2.7,-36.7,-6.9
Clc1ccccc1N1CCN(Cc2ccc(Br)o2)CC1,-0.4,-8.8,114.4,2.7,0.3,1.2,17.1,-0.5,3.6,-6.0,25.1
COCc1nnc(NC(=O)CSCc2ccccc2)s1,0.8,1.2,105.7,1.1,-12.8,3.9,-5.5,-0.2,3.2,17.4,-0.2
COc1cccc(NC(=O)Cc2nnc(SCC(=O)NC3CCCC3)n2C)c1,2.3,1.7,99.9,-10.8,-3.9,0.9,4.0,1.3,3.7,-0.2,-3.7
CC(C)c1ccc(NC(=O)C(=O)c2cn(CC(=O)N3CCCCC3)c3ccccc23)cc1,1.3,-10.6,109.9,19.4,303.0,5.0,5.0,-3.6,1.6,-0.5,-8.1
Cc1cccc(NC(=O)Nc2ccc(Cl)cc2)n1,1.3,-1.8,114.2,-24.6,31.8,-0.8,0.4,4.9,0.8,-9.3,-15.1
COc1ccc(CCC(C)NCc2ccc(Cl)c(Cl)c2)cc1 (centres undefined),2.1,-9.3,111.3,-7.0,17.6,3.8,3.1,1.4,5.2,8.1,8.8
Cc1ccc(C(=O)OCC(=O)N2CCCC2)cc1,2.0,0.9,106.5,2.5,-13.7,0.7,-2.6,-0.5,3.2,11.4,63.7*
Cc1ccc(NC(=O)COC(=O)CCC2CCCC2)c(Br)c1,0.5,-13.7,99.0,-18.5,8.6,2.1,12.8,4.6,-0.8,.,21.9
O=C(/C=C/c1c(F)cccc1Cl)Nc1ccc(S(=O)(=O)Nc2ncccn2)cc1,0.6,-16.1,105.6,-0.1,-17.5,1.8,3.1,0.0,-0.1,5.6,1.2
CC12CCC(=O)N1C(C(=O)Nc1cc(C(F)(F)F)ccc1N1CCCCC1)CS2 (centres undefined),-2.1,-6.5,103.8,6.1,-11.0,4.0,6.4,-1.2,-1.5,-7.2,-2.3
COc1ccc(NC2CCCN(C(=O)c3cc4ncccn4n3)C2)cc1 (centres undefined),-2.1,4.2,97.7,-6.3,73.7,-0.3,2.3,1.2,-1.2,7.0,20.7
CCn1nc(CC(=O)Nc2nnc(CC(=O)N3CCCC3)s2)c2ccccc2c1=O,-0.6,-7.2,72.4,7.2,0.7,1.3,-3.3,-1.3,0.6,-14.2,0.8
CC1CCCC(C)N1C(=O)CSc1ncccn1 (centres undefined),3.2,12.3,111.5,-5.3,2.3,1.3,1.7,0.7,3.6,-24.9,-1.9
COc1ccc(-n2c(SCC(=O)NCc3cccs3)nnc2-c2ccoc2C)cc1,-1.5,3.1,104.7,13.2,246.5,2.2,2.0,-2.2,0.0,-25.4,1.7
CC1CCCCC1NC(=O)CSc1nc2ccccc2c(=O)n1Cc1ccco1 (centres undefined),1.5,-11.5,99.1,7.3,-3.9,1.1,8.6,-1.2,-1.3,.,7.1
CCN(CC(=O)Nc1ccc(NC(C)=O)cc1)C(=O)c1cc2ccccc2oc1=O,-0.3,-2.5,.,8.2,-4.7,5.8,4.8,-2.1,-1.4,-6.7,-0.8
Cc1ccc(NC(=O)C(C)Sc2n[nH]c(CNc3ccccc3)n2)cc1 (centres undefined),-0.7,-0.5,.,-0.1,301.4,3.4,-6.4,0.0,1.7,-4.0,18.0
CC(Sc1ccccc1)C(=O)NNC(=O)c1csc(N2CCOCC2)n1 (centres undefined),1.1,-11.9,104.0,6.5,-2.1,0.5,-5.2,-1.2,0.5,-95.0,-11.3
CCOc1cc(/C=N/N2CCN(Cc3ccccc3)CC2)ccc1O,-0.8,-1.0,136.5,-5.6,3.1,0.0,-5.3,1.1,0.8,-9.7,-5.5
O=C(NCC(c1ccco1)N1CCN(c2ccccc2)CC1)C(=O)NC1CC1 (centres undefined),-2.3,-8.5,94.7,11.4,-3.4,3.7,-8.6,-1.8,-1.3,20.3,35.8
O=C(N/N=C/C(Cl)=C/c1ccccc1)c1ccco1,-0.6,-4.0,100.5,8.4,69.6,2.8,3.1,-1.7,1.9,13.9,8.6
CCC(=O)N1CC(C)C(=O)Nc2ccccc21 (centres undefined),-3.2,4.1,110.8,9.5,11.1,1.1,2.0,-1.6,0.6,-13.5,-3.7
O=C(CC(C(=O)NCc1ccccc1)c1nc2ccccc2c(=O)[nH]1)NCc1ccccc1 (centres undefined),-0.6,-12.6,94.8,5.9,0.2,2.1,18.9,-1.1,2.2,2.0,5.8
